Assay outcomes deposited in PubChem by several laboratories.
CaV13 ICDI inh = Primary screen for inhibitors of IQ motif and Ca2+-dependent inactivation inhibitor domain binding in CACNA1D, Förster resonance energy transfer in living cells, … | HEK cells, CFP/YFP FRET ICDI-IQ, plate reader, 10 min; percent FRET-ratio fall versus neutral wells | inhibition, % at 12.3 µM | hit rate 0.098% among 340,000 | AID 743397;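 active = mean replicate inhibition of at least 30% and at least 1% of replicates passing that level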;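 also: 0% = median of the neutral control wells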
HIF-2a inh = inhibitors of HIF-2a; 786-0 RCC cells HIF-2a reporter, luciferase luminescence, overnight; inhibition, % at 18.8 µM; hit rate 0.72% among 360,000;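 active = inhibition of the luminescence signal of 40% or more relative to plate controls, in a single-dose primary screen at 18.75 µM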
Peg3 promoter = Peg3 promoter activity inhibition; HeLa PEG-Prom luciferase reporter, luminescence, overnight; inhibition, % at 20 µM; hit rate 1.7% among 360,000;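 active = inhibition of at least 50% at 20 µM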
Shn3 3UTR inh = Schnurri-3 reporter inhibition in Clone20 osteoblasts; Clone20 osteoblast Shn3 3'UTR firefly luciferase, 24 h; inhibition, % at 12.5 µM; hit rate 0.52% among 360,000;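 active = mean inhibition of at least 75% with every replicate also reaching 75%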;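 also: 0% = median of neutral control wells and 100% = pilot-screen positive control compound; some compounds past the cut are filed as inactive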
CF NFkB block = inhibitors of cystic fibrosis induced NF-kB; KKLEB NF-kB-GFP reporter, PAF-induced, GFP fluorescence overnight; inhibition, % at 5 µM; hit rate 0.86% among 360,000;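 active = at least 50% inhibition at 5 µM, scaled per plate between neutral and stimulator controls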;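 also: PAF is a Pseudomonas aeruginosa culture filtrate used as stimulus; plate controls were PAF-stimulated DMSO wells for no effect and unstimulated DMSO wells for full effect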
Vif inh = inhibitors of HIV Vif | HEK293T cells, Vif self-association by quenched fluorescence, imaging, 24 h | inhibition, % at 7.49 µM | hit rate 0.35% among 340,000; in the data active = inhibition above about 50%, passing the limit was not always enough; also: some results filed as inactive read as strong as hits
TRPM1 prom inh = reduces MITF-dependent TRPM1 promoter luciferase signal; SK-MEL-5 TRPM1 promoter luciferase, 24 h; inhibition, % at 12.5 µM; hit rate 0.83% among 330,000; AID 488899;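 active = mean inhibition across replicates of 60% or more, whatever share of single replicates reaches that level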; also: values of inactives mirror those of a sister screen read the other way
PDI turbidity = inhibitors of human protein disulfide isomerase; P07237; PDI insulin aggregation turbidity, A650, 90 min; inhibition, % at 10 µM; hit rate 0.052% among 350,000; AID 588391;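 active = mean inhibition across replicates of 30% or more, whatever share of single replicates reach that level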;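 also: absorbance from insulin aggregation driven by PDI reduction with DTT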
Target sequence (P07237 whole entry, looked up): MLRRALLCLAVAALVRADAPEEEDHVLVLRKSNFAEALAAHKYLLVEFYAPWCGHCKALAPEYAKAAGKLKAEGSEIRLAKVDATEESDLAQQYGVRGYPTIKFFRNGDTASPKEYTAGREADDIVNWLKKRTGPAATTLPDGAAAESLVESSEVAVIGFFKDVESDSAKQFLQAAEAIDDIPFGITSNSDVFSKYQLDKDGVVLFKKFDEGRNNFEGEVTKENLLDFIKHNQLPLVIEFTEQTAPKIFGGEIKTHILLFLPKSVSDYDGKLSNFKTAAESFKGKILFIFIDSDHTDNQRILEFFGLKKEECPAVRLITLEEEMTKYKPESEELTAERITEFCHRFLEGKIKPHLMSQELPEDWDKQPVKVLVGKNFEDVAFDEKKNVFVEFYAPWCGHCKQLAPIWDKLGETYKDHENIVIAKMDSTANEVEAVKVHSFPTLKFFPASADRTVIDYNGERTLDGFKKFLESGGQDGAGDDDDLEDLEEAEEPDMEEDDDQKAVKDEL
KKLEB tox = counter-screen for CF NF-kB inhibitors: cytotoxicity; KKLEB CF airway cells viability, ATPlite luminescence, overnight; stronger effect = lower value; cells stimulated with P. aeruginosa culture filtrate; hit rate 0.36% among 360,000; activity change (cytotoxicity), % at 5 µM;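 active = corrected activity change at or below -50% at 5 µM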
NR2E3 ag-1 = human photoreceptor-specific nuclear receptor agonism | AID 602229 | inhibition of corepressor binding, % at 3.98 µM | hit rate 0.35% among 360,000 | CHO-S Gal4-NCOR/VP16-NR2E3 two-hybrid, luciferase;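 active = inhibition above the mean of all tested compounds plus 3 SD, cut at about 70% in these data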;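 also: 0% = DMSO with NR2E3 transfected cells and 100% = cells lacking NR2E3 construct; higher means lower luciferase signal from less NR2E3 corepressor binding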
Target sequence (Q9Y5X4 whole entry, looked up, the tested form may be a part): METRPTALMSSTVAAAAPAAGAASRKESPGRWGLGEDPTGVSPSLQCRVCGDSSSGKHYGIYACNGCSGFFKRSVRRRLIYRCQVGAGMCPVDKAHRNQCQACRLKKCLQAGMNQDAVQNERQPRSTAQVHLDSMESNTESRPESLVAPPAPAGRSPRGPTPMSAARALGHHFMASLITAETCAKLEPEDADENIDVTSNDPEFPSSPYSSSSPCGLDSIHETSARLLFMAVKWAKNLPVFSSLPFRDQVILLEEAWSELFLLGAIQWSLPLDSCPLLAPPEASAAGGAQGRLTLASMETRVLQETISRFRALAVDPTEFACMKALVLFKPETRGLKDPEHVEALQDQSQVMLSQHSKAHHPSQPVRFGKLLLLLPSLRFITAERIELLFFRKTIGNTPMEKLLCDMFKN
NR2E3 ag-2 = NR2E3 (human) agonism | Q9Y5X4 | GST-NR2E3/biotin-RetCOR TR-FRET, 1536-well | inhibition of corepressor binding, % at 4.78 µM | hit rate 0.12% among 320,000 | AID 2300;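 active = percent inhibition above the cutoff of mean plus 3 SD of all tested compounds, set per screening campaign, cut at about 20% in these data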;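 also: 0% = DMSO wells and 100% = biotin wells as full block of FRET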
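system = GST-tagged NR2E3 plus biotinylated RetCOR corepressor | input = 1.35 nM GST-NR2E3 | also added = 7 nM biotin-RetCOR | schedule = 5 h incubation at 4 °C | measured by = TR-FRET with europium anti-GST and streptavidin-D2, 340 nm excitation | read-out = percent loss of FRET ratio relative to control wells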
Numbers without * were called inactive; nt = no result given.

Sample of the layout (2 entries):
1) O=C(CNC(=O)c1ccco1)NCC(=O)OCc1ccc(F)cc1
2) CC(=O)Nc1cc(-c2ccc(CO)cc2)cn2c(-c3ccc(F)c(Cl)c3)cnc12

entry no.	1	2
CaV13 ICDI inh	-2	-4
HIF-2a inh	9	-34
Peg3 promoter	10	-11
Shn3 3UTR inh	-1	-12
CF NFkB block	-1	-53
Vif inh	-3	-4
TRPM1 prom inh	-2	nt
PDI turbidity	-2	1
KKLEB tox	-4	6
NR2E3 ag-1	-29	7
NR2E3 ag-2	2	nt

Results, from the start:
1) O=C(CNC(=O)c1ccco1)NCC(=O)OCc1ccc(F)cc1
2) CC(=O)Nc1cc(-c2ccc(CO)cc2)cn2c(-c3ccc(F)c(Cl)c3)cnc12
3) Cc1ccccc1N(CC(=O)NC1CCCC1)C(=O)CS(=O)CC(=O)Nc1ccc2c(c1)OCO2 (configuration not stated)
4) O=C(CCN1CCN(C(c2ccccc2)c2ccccc2)CC1)N/N=C/c1ccc(O)cc1O
5) CCCn1c(SCC(=O)N2CCN(c3ccc(OC)cc3)CC2)nc2c1c(=O)n(C)c(=O)n2C
6) CC(=O)c1ccc(OC(=O)C2c3ccccc3Oc3ccccc32)cc1
7) CC(C)NC(=O)N(C)C[C@@H]1OCc2cnnn2CCCC(=O)N([C@@H](C)CO)C[C@H]1C
8) O=S(Cc1cc(Sc2ccccc2)nc(-c2ccccc2)n1)c1ccccc1 (configuration not stated)

entry no.	1	2	3	4	5	6	7	8
CaV13 ICDI inh	-2	-4	-8	-3	-8	-4	-4	nt
HIF-2a inh	9	-34	2	22	4	10	-7	7
Peg3 promoter	10	-11	-3	28	9	10	11	32
Shn3 3UTR inh	-1	-12	3	27	24	-2	-8	-6
CF NFkB block	-1	-53	-11	-7	14	-7	-2	10
Vif inh	-3	-4	2	7	-3	2	0	nt
TRPM1 prom inh	-2	nt	-3	19	3	1	nt	-2
PDI turbidity	-2	1	-4	15	-2	9	1	0
KKLEB tox	-4	6	14	6	-6	8	-5	0
NR2E3 ag-1	-29	7	8	-2	-18	-16	-16	-49
NR2E3 ag-2	2	nt	2	-3	-2	-3	nt	6

From compound 6 as far as 8, as listed above:
6) CC(=O)c1ccc(OC(=O)C2c3ccccc3Oc3ccccc32)cc1
7) CC(C)NC(=O)N(C)C[C@@H]1OCc2cnnn2CCCC(=O)N([C@@H](C)CO)C[C@H]1C
8) O=S(Cc1cc(Sc2ccccc2)nc(-c2ccccc2)n1)c1ccccc1 (configuration not stated)

entry no.	6	7	8
CaV13 ICDI inh	-4	-4	nt
HIF-2a inh	10	-7	7
Peg3 promoter	10	11	32
Shn3 3UTR inh	-2	-8	-6
CF NFkB block	-7	-2	10
Vif inh	2	0	nt
TRPM1 prom inh	1	nt	-2
PDI turbidity	9	1	0
KKLEB tox	8	-5	0
NR2E3 ag-1	-16	-16	-49
NR2E3 ag-2	-3	nt	6

New compounds follow
9) CC1SC(c2ccc(F)cc2)NC1=O (configuration not stated)
10) CCn1c(SCc2nc(-c3ccc(OC)c(OC)c3)no2)nnc1-c1cccs1
11) Cc1ccc(C)c(CN2C(=O)CSc3ccc(C(=O)N4CCCC4)cc32)c1
12) COc1ccccc1NC(=O)C(=O)N/N=C/c1ccc([N+](=O)[O-])s1
13) CCC1CCC2(CC1)NC(=O)N(CC(=O)Nc1cccc(S(=O)(=O)N(C)c3ccccc3)c1)C2=O (configuration not stated)
14) Cc1nnsc1C(=O)Nc1cccc(Cl)c1Cl
15) COc1ccccc1CN1C(=O)CCC1(C)C(=O)NCc1cccnc1 (configuration not stated)
16) CN1CCN(C(=O)c2c(O)c3cccc4c3n(c2=O)CC4)CC1

entry no.	9	10	11	12	13	14	15	16
CaV13 ICDI inh	-5	-8	-2	-6	-2	-4	-5	-5
HIF-2a inh	14	-32	-2	3	8	-10	16	3
Peg3 promoter	3	-8	29	9	24	6	10	2
Shn3 3UTR inh	-4	-37	-5	8	1	-12	-6	-6
CF NFkB block	10	1	-6	30	-17	3	8	-14
Vif inh	-3	-3	-17	2	0	3	6	6
TRPM1 prom inh	9	-6	21	50	-1	-15	5	1
PDI turbidity	-3	4	5	1	6	2	-2	2
KKLEB tox	-5	5	-7	-10	-21	-4	3	6
NR2E3 ag-1	-6	-20	-3	-19	41	-2	-18	6
NR2E3 ag-2	0	1	2	nt	5	-3	-1	0

17) COc1ccc(S(=O)(=O)Nc2ccc3c(c2)C(=O)N([C@H](C)CO)C[C@@H](C)[C@@H](CN(C)S(=O)(=O)c2ccc(Cl)cc2)O3)cc1
18) C#CCNC(=O)C1=C[C@@H](C2CCCCC2)C[C@@H](OCc2ccc(CO)cc2)O1
19) Cc1sc2ncn(CC(=O)N3CCN(c4ccccc4)CC3)c(=O)c2c1S(=O)(=O)N1CCOCC1
20) CC(C)CNC(=O)CC1Nc2ccccc2NC1=O (configuration not stated)
21) CCC(C(=O)O)n1nc(-c2ccccc2)c2cc(Cl)ccc21 (configuration not stated)
22) COc1ccccc1NC(=O)c1csc(-n2nc(C)cc2C(F)(F)F)n1
23) COc1ccc(CN(C)CC2CCCN(CCc3ccc(F)cc3)C2)cc1OC (configuration not stated)
24) Cc1nc2ccc3[nH]snc3c2n1

entry no.	17	18	19	20	21	22	23	24
CaV13 ICDI inh	-3	-12	-7	nt	-8	-5	-6	-3
HIF-2a inh	-17	-22	7	9	16	6	7	10
Peg3 promoter	2	-14	1	-1	5	7	-26	-6
Shn3 3UTR inh	5	14	20	2	-5	-5	7	-23
CF NFkB block	24	-15	0	-6	-1	-11	13	5
Vif inh	-5	-5	3	-3	1	-2	8	-3
TRPM1 prom inh	-28	-11	2	-13	13	-17	-2	11
PDI turbidity	17	-4	-6	0	0	0	-4	-1
KKLEB tox	0	15	2	9	2	2	0	-6
NR2E3 ag-1	8	-21	6	2	6	0	10	0
NR2E3 ag-2	nt	6	4	4	2	-2	nt	1

25) Cc1[nH]c2ccccc2c1CCNC(=O)CCC(=O)c1ccccc1
26) O=C(OCC1CCCN2CCCCC12)c1ccc2c(c1)OCO2 (configuration not stated)
27) O=C(CCn1nc(-c2ccccc2)ccc1=O)NCCCN1CCCCCC1
28) Cc1cccc(C(=O)NC(C(=O)Nc2nc(-c3ccccn3)cs2)C(C)C)c1 (configuration not stated)
29) CC(=O)c1ccc(NC(=S)N2CCCCCC2)cc1
30) O=C(CCCCC(=O)Nc1ccccc1Cl)Nc1ccccc1Cl
31) CC(C)(C)N1CC2([N+](=O)[O-])CN(C(C)(C)C)CC([N+](=O)[O-])(C1)C2
32) O=C(COc1ccc(-n2cnnn2)cc1)NCCc1ccc(F)cc1

entry no.	25	26	27	28	29	30	31	32
CaV13 ICDI inh	3	nt	-5	-10	-2	-17	-1	nt
HIF-2a inh	10	-13	16	30	-102	13	8	20
Peg3 promoter	13	-4	2	13	-74	-15	14	-5
Shn3 3UTR inh	-1	-13	-32	47	-2	3	0	7
CF NFkB block	10	-1	-8	-15	-2	-4	9	18
Vif inh	-6	3	9	10	4	-9	nt	17
TRPM1 prom inh	11	-3	-4	19	-27	7	13	0
PDI turbidity	0	12	12	2	4	-3	0	3
KKLEB tox	1	-2	5	4	-14	-3	-11	-4
NR2E3 ag-1	1	-6	-20	-5	-41	9	-26	-6
NR2E3 ag-2	-2	-2	1	3	2	6	0	3

33) O=C(OCc1ccccc1Cl)C1CC(=O)N(Cc2ccco2)C1 (configuration not stated)
34) CC(=NNC(=S)Nc1ccccc1Cl)c1ccccn1
35) Cc1csc(=O)n1CC(=O)OCC(=O)NNC(=O)c1ccccc1
36) CC(=O)Nc1cc(-c2ccc(F)cc2)cn2c(-c3ccc(S(C)(=O)=O)cc3)cnc12
37) CC(C)c1ccccc1OCC(=O)N(C)CC(=O)Nc1ccc(F)cc1
38) Cc1cccc(Cc2nnc(CCC(=O)N(CC3CC3)CC3CCCO3)o2)c1 (configuration not stated)
39) CCCCN(C(=O)c1cc(CN2C(=O)c3ccccc3C2=O)ccc1OC)c1c(N)n(CC(C)C)c(=O)[nH]c1=O
40) Cc1cc(/C=C(\C#N)C(=O)NCc2ccco2)c(C)n1-c1cccnc1

entry no.	33	34	35	36	37	38	39	40
CaV13 ICDI inh	-5	-8	-6	-7	-6	-5	-5	-5
HIF-2a inh	16	-200	8	-1	10	-212	12	-156
Peg3 promoter	13	-37	17	31	20	-247	-4	-84
Shn3 3UTR inh	8	90*	-7	-6	9	-87	-21	-37
CF NFkB block	-3	-1	19	6	-2	-1	5	-10
Vif inh	0	-6	nt	12	-3	-4	0	-7
TRPM1 prom inh	-16	47	1	nt	-14	-19	nt	-77
PDI turbidity	-2	4	4	2	-3	12	0	-6
KKLEB tox	3	8	4	-11	3	4	-22	-4
NR2E3 ag-1	-3	86*	7	-13	0	-91	-16	-49
NR2E3 ag-2	-3	nt	-1	nt	4	4	nt	-4

41) Cc1cccc2c1N(C(=O)c1ccco1)C(C)(C)c1ssc(=S)c1-2
42) C#CCN(C[C@@H]1[C@@H](OC(=O)NCc2ccc(OC)c(OC)c2)[C@@H](OC(=O)NCc2ccc(OC)c(OC)c2)Cn2c(=O)ccc(=O)n21)S(=O)(=O)c1ccc(C)cc1
43) O=C(CN(c1ccccc1)S(=O)(=O)c1ccccc1)N1CCOCC1
44) Cn1c(-c2ccccc2)cnc1SCC(=O)N1CCCc2ccccc21

entry no.	41	42	43	44
CaV13 ICDI inh	nt	-7	1	-18
HIF-2a inh	23	33	4	-25
Peg3 promoter	7	24	15	-27
Shn3 3UTR inh	-5	3	5	1
CF NFkB block	-9	43	1	20
Vif inh	-2	3	-3	-7
TRPM1 prom inh	14	nt	5	3
PDI turbidity	-2	3	0	-2
KKLEB tox	6	-19	-5	-15
NR2E3 ag-1	8	8	-11	-6
NR2E3 ag-2	4	nt	2	-1
